Source: PubChem BioAssay (The Scripps Research Institute Molecular Screening Center)
ADAM10 inh = ADAM10 inhibition, QFRET primary screen; O14672; recombinant ADAM10, EDANS/DABCYL FRET peptide cleavage, 3 h; inhibition, % at 7 µM; actives 0.62% (n = 370,000);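 active means inhibition above a per-campaign cutoff equal to the mean of compounds falling between control-based bounds plus 3 SD, cut at about 20% in these data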;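 further: 0% = DMSO wells while the 100% control is not disclosed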
Target sequence (O14672 214-748 limits assumed): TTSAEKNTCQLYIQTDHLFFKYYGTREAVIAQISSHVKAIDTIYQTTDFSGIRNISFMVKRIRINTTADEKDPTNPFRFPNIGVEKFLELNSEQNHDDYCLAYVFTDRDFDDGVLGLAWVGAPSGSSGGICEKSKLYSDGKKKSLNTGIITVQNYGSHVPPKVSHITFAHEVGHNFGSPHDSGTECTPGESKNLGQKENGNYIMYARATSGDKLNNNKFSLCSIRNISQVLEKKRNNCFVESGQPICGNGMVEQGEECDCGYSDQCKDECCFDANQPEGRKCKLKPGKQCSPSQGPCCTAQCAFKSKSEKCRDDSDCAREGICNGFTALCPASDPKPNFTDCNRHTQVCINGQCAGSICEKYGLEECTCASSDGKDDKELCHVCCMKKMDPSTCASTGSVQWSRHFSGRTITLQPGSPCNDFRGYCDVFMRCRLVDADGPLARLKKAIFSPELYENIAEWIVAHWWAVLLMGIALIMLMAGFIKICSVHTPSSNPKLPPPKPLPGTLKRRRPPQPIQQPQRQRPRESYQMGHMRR
sPLA2-III inh = Blocks human group III sPLA2 activity; Q9NZ20; QFRET BODIPY PC-A2 liposome hydrolysis, fluorescence; inhibition, % at 12.2 µM; actives 0.56% (n = 370,000); AID 743126;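 active means inhibition above mean plus 3 SD of compounds lying within the high and low control bounds, cut at about 19% in these data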;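 further: 0% = median of test compound wells and 100% = no enzyme DMSO wells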
ssDAF-12 act = activates DAF-12 receptor from parasite S. stercoralis. HEK293 ssDAF-12/GRIP1 lit1-tk-luc reporter, luminescence; % of 3 µM dafachronic acid response. activation, % at 6.8 µM. actives 1% (n = 370,000). AID 652126;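 active means activation above the mean over all tested compounds plus 3 SD, cut at about 0.9% in these data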;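 further: 0% = DMSO-only wells and 100% = 3 µM delta7-dafachronic acid wells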
DAX1 inh-1 = blocks DAX1 repression of SF-1 activated StAR promoter; HEK293T StAR-luciferase reporter, SF-1/DAX-1 repression relief; inhibition, % at 6.8 µM; AID 652010; actives 1.1% (n = 370,000);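 active means inhibition above the mean over all tested compounds plus 3 SD, cut at about 3.6% in these data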;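 further: 0% = DAX-1 cells with DMSO and 100% = cells lacking DAX-1 with DMSO; higher inhibition means more luminescence from relief of DAX-1 repression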
ADAM17 inh = inhibitors of human ADAM17 | AID 720648 | inhibition, % at 6.95 µM | actives 0.83% (n = 370,000) | P78536 | recombinant ADAM17, EDANS/DABCYL FRET peptide cleavage;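 active means inhibition above the mean of compounds lying between control limits plus 3 SD, set per campaign, cut at about 8.5% in these data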;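 further: 0% = DMSO-only wells as the low control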
DAX1 inh-2 = inhibitors of human orphan nuclear receptor DAX1 (NR0B1); P51843; HEK293 Gal4-DAX1 luciferase reporter, luminescence; inhibition, % at 6.75 µM; AID 504766; actives 0.99% (n = 340,000);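 active means inhibition above the mean over all tested compounds plus 3 SD, cut at about 4.2% in these data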;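 further: 0% = DAX1-transfected cells with DMSO and 100% = empty-vector control cells with DMSO; inhibition shows as a rise in luminescence from relieved DAX1 repression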
Target sequence (P51843 207-470 limits assumed): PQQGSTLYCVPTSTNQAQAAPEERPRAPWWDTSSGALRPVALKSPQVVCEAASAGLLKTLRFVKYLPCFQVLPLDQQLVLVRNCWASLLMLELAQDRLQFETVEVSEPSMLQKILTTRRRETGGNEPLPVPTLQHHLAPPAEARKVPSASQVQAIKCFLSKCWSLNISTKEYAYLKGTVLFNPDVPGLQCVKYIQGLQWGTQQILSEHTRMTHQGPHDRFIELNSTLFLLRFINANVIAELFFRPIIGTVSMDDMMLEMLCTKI
PLC-gamma1 inh = blocks human PLC-gamma1 enzyme activity; inhibition, % at 12.2 µM; AID 720700; purified PLC-gamma1, fluorogenic substrate, fluorescence; P19174; actives 0.84% (n = 370,000); in the data active means inhibition above about 9.5%
hgDAF-12 ag = activates the H. glycines DAF-12 receptor ligand-binding domain; HEK293 GAL4-hgDAF12 UAS-luciferase reporter, agonist luminescence; normalized to butyrate control; activation, % at 6.8 µM; actives 1.8% (n = 370,000);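 active means activation above a cutoff set at the mean of all screened compounds plus 3 SD, cut at about 10% in these data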;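 further: 0% = DMSO wells and 100% = sodium butyrate wells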
PLC-beta3 inh = inhibitors of human phospholipase C beta3; Q01970; Purified PLC-beta3, fluorogenic substrate, fluorescence; inhibition, % at 12.2 µM; actives 0.18% (n = 370,000); in the data active means inhibition above about 11%;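 further: 0% = median of compound wells on plate and 100% = full blocker control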
hcDAF12 agonist = activates DAF-12 receptor from parasite H. contortus | AID 652067 | HEK293 hcDAF-12 lit1-tk-luc reporter, luminescence; 0% DMSO, 100% Δ7-dafachronic acid | activation, % at 6.8 µM | actives 1.4% (n = 370,000);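 active means activation above the mean of all tested compounds plus 3 SD, cut at about 5.5% in these data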;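 further: 100% = response to 3 µM Δ7-dafachronic acid high control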
FXN GAA850 act = activators of GAA850 frataxin (FXN) promoter; actives 0.56% (n = 360,000); activation, % at 6 µM; HEK293 lucGAA850 FXN promoter luciferase reporter, 24 h; percent of 10 µM SAHA response;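 active means activation above the average of all compounds screened plus 3 SD, cutoff fixed separately per campaign, cut at about 7.5% in these data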;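 further: 0% = DMSO wells and 100% = 10 µM SAHA wells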
Numbers without * were called inactive; i = inactive; . = no result given.

mol,hcDAF12 agonist,ADAM10 inh,PLC-gamma1 inh,FXN GAA850 act,PLC-beta3 inh,DAX1 inh-2,ADAM17 inh,ssDAF-12 act,sPLA2-III inh,hgDAF-12 ag,DAX1 inh-1
Fc1ccccc1-c1n[nH]c(=S)n1/N=C/c1c[nH]c2ccccc12,1.7,4,0,3.3,-4,-2.9,4,-1.8,-5,-1.6,-0.2
O/N=C1/CCCSc2ccccc21,-0.4,-3,-2,1.7,1,0.9,-3,-1.7,4,0.1,0.9
C/C(=N\NC(=O)c1cccnc1)c1ccc(Br)cc1,2.4,-1,2,0.7,-11,-0.3,-3,0.3,17,1.3,0.1
O=c1cnnc(NCc2ccccc2)[nH]1,-1.2,6,4,0.5,1,0.9,-3,-0.9,3,-1.3,0.5
C[C@@H]1CN([C@@H](C)CO)C(=O)CCCn2cc(nn2)CO[C@H]1CN(C)C(=O)CCC(F)(F)F,0.8,-10,-2,.,-1,.,-3,-1.1,9,6.0,0.2
COc1ccc(-c2nn(-c3ccccc3)cc2C(=O)NC(=S)N2CCOCC2)cc1OC,-0.6,-9,-3,1.3,-4,0.4,2,-1.1,18,1.0,0.4
COc1cccc2c(=O)cc(C)n(CC(=O)Nc3cccc(C)c3)c12,-4.3,-32,-33,0.2,-50,-3.0,-12,-2.6,-2,-4.0,-2.4
CCc1cc(C(=O)N2CCN(S(=O)(=O)c3ccccc3F)CC2)sc1C,-1.8,-13,-2,-0.4,-3,0.2,0,-1.0,-2,0.0,-1.1
Cc1ccc(S(=O)(=O)N(C)C)cc1NC(=O)c1cc(=O)c2ccccc2o1,-0.7,4,4,1.8,-2,0.3,3,-0.6,-1,-1.9,-0.5
NC(=O)N/N=C/c1c(F)cccc1F,4.0,1,3,-0.7,-1,-0.7,-2,-0.4,9,-0.9,0.3

Looked up above.
In hcDAF12 agonist, `COc1ccc(-c2nn(-c3ccccc3)cc2C(=O)NC(=S)N2CCOCC2)cc1OC` is listed with -0.6
In FXN GAA850 act, `CCc1cc(C(=O)N2CCN(S(=O)(=O)c3ccccc3F)CC2)sc1C` is listed with -0.4
In PLC-beta3 inh, `O/N=C1/CCCSc2ccccc21` is listed with 1
In DAX1 inh-2, `O=c1cnnc(NCc2ccccc2)[nH]1` is listed with 0.9

(cont.)
mol,hcDAF12 agonist,ADAM10 inh,PLC-gamma1 inh,FXN GAA850 act,PLC-beta3 inh,DAX1 inh-2,ADAM17 inh,ssDAF-12 act,sPLA2-III inh,hgDAF-12 ag,DAX1 inh-1
CC(=O)N1CCC(N(CCN2CCOCC2)C(=S)Nc2cc(C)ccc2C)CC1,-2.0,-6,0,1.1,-1,0.3,-3,-0.7,8,-3.3,0.4
COCCN(Cc1ccccc1)C(=O)c1cc(-c2ccc(OC)c(OC)c2)nc2ccccc12,-3.0,-157,-458,-0.3,i,-1.1,-42,-1.6,-27,-7.5,-5.9
CCN(CC)S(=O)(=O)c1ccc2oc(Nc3ccc(OC)cc3)nc2c1,-3.3,4,-1,2.8,-9,-1.4,2,-0.6,-10,0.2,-0.7
COc1ccc(OC)c(N(CC(=O)Nc2ccc(NC(C)=O)cc2)S(C)(=O)=O)c1,-0.5,3,0,-0.5,3,0.0,3,-1.3,0,-0.3,0.3
CC1CCCCC1NC(=O)/C(C#N)=C/C=C/c1ccccc1[N+](=O)[O-] (centres undefined),-0.3,-2,-13,-2.5,-15,-0.7,-1,-1.7,0,-3.2,-3.0
N=c1c(C(=O)NC2CCCC2)cc2c(=O)n3ccccc3nc2n1CCCN1CCOCC1,0.8,i,-228,1.0,-318,-0.1,-355,-1.0,2,2.8,0.1
CC(=O)Nc1cccc(-c2ccnc3c2CC(C)(C(=O)NCc2cccs2)O3)c1 (centres undefined),0.9,-26,3,-2.8,0,.,0,-0.5,10,-5.9,-0.8
CC(=O)/C=C1\N(C)c2ccc(C)cc2C1(C)C,-0.2,-82,-69,-0.1,-67,-1.1,-22,-1.4,8,2.9,0.2
Cc1ccc2nc(Nc3ccc4[nH]c(=O)[nH]c4c3)c(-n3nc(C)cc3C)nc2c1,1.2,2,-7,9.1*,-11,0.1,-2,-0.8,0,3.0,0.7
CC(C)N1CCC1(C)C(=O)Nc1ccc2cn[nH]c2c1 (centres undefined),3.0,5,0,3.4,1,.,1,-0.5,-7,2.3,0.5
CCc1ccc(N(CC(=O)NC(C)(C)CC)C(=O)CCC(=O)Nc2nccs2)cc1,-1.5,5,-1,-0.6,-8,-1.0,-5,-1.3,7,0.3,-0.3
Cc1ccc(CCNC(=O)CCn2c(=O)c3cccn3c3ccc(F)cc32)cc1,-2.9,-8,1,1.7,-9,-0.3,-4,-1.3,4,-0.7,-0.2
CCOC(CNc1ncnc2c1cnn2C)OCC,-0.1,-14,0,0.5,-9,0.4,-5,-1.4,5,-1.7,-0.2
O=c1[nH]c(CN2CCN(C/C=C/c3ccccc3)CC2)nc2ccccc12,-1.0,-20,-6,-1.1,-4,-0.1,-5,-1.1,5,0.5,0.2
O=C(O)CCNc1ccc(NCCC(=O)O)c2c1C(=O)c1ccccc1C2=O,0.5,5,-4,0.8,-7,-1.6,-5,-0.9,13,-0.1,-0.1
Cc1ccccc1OCCC(=O)NNC(=O)c1ccccc1F,-1.1,2,0,1.7,-1,0.2,-1,-1.7,-3,-4.6,-1.4
COc1ccc(-c2cc(-c3ccc(OC)cc3)nc(-c3ccc4c(c3)NC(=O)CO4)c2)cc1,0.9,-9,3,-1.5,-2,1.8,-9,-0.4,2,2.3,-0.1
O=C(CC(Sc1n[nH]c(-c2ccccc2)n1)c1ccccc1)NCc1ccccc1 (centres undefined),-2.9,4,0,-1.3,2,0.3,2,-1.4,-14,-1.1,-0.8
CC(C)(C)NCC(O)COc1ccc(Br)cc1 (centres undefined),-0.4,-4,0,-0.3,3,0.8,-1,-1.2,1,-0.8,0.3
CCC(=O)N1CCc2cc(S(=O)(=O)CCC(=O)NCc3cccc(OC)c3)ccc21,-1.2,5,1,0.5,-3,-0.7,4,-1.4,3,-2.6,-0.3

One compound at a time, as listed above:
COc1cccc2c(=O)cc(C)n(CC(=O)Nc3cccc(C)c3)c12 reads hcDAF12 agonist = -4.3; ADAM10 inh = -32; PLC-gamma1 inh = -33; FXN GAA850 act = 0.2; PLC-beta3 inh = -50; DAX1 inh-2 = -3.0; ADAM17 inh = -12; ssDAF-12 act = -2.6; sPLA2-III inh = -2; hgDAF-12 ag = -4.0; DAX1 inh-1 = -2.4
COCCN(Cc1ccccc1)C(=O)c1cc(-c2ccc(OC)c(OC)c2)nc2ccccc12 reads hcDAF12 agonist = -3.0; ADAM10 inh = -157; PLC-gamma1 inh = -458; FXN GAA850 act = -0.3; PLC-beta3 inh = i; DAX1 inh-2 = -1.1; ADAM17 inh = -42; ssDAF-12 act = -1.6; sPLA2-III inh = -27; hgDAF-12 ag = -7.5; DAX1 inh-1 = -5.9

The listing continues.
mol,hcDAF12 agonist,ADAM10 inh,PLC-gamma1 inh,FXN GAA850 act,PLC-beta3 inh,DAX1 inh-2,ADAM17 inh,ssDAF-12 act,sPLA2-III inh,hgDAF-12 ag,DAX1 inh-1
Cc1cccc(N2CCN(C(=O)c3ccc(-n4cncn4)c([N+](=O)[O-])c3)CC2)c1C,-3.2,-6,-1,0.6,-9,-0.9,0,-1.1,-1,-2.9,-1.6
CC(C)(C)NC(=S)NC(=O)C12CC3CCC(CC(C3)C1)C2,0.8,-4,-2,1.7,0,2.6,-2,-1.0,1,5.7,0.1
O=C(Nc1cc(Cl)ncn1)c1ccccc1,-1.1,13,4,1.2,-2,.,-1,-0.5,7,1.4,0.3
CC(Cc1ccccc1)NC(=O)c1cc2ccccc2o1 (centres undefined),3.7,1,1,4.2,-1,0.8,-1,0.0,0,8.2,0.7
CN(CC(=O)N1CCOCC1)S(=O)(=O)c1ccc2ccccc2c1,-1.3,1,3,1.0,-6,2.4,1,-1.0,-4,0.1,-0.1
O=C(COC(=O)c1ccc(Cl)c(S(=O)(=O)N2CCCCCC2)c1)NCc1ccccc1,-1.4,6,-1,-1.9,-2,0.2,-1,-1.1,-11,-1.5,-0.1
O=C(COCc1ccccc1)N[C@@H](Cc1ccc(O)cc1)C(=O)O,-0.7,-1,1,0.1,0,0.5,-3,-1.1,7,-1.9,0.6
COc1ccc(/C=C2\SC(N)=NC2=O)cc1,-0.7,2,3,-4.3,-7,4.9*,-2,-0.9,3,4.6,-0.6
CCCCCOCC1CC(C/C(C)=N/Nc2nc(-c3ccccc3)cs2)C(=O)O1 (centres undefined),2.2,-1,-10,-0.7,-14,-0.2,-3,-0.7,3,2.8,0.1
CC(=Nc1ccccc1)C1=C(O)C(Cc2ccccc2)NC1=O (centres undefined),4.4,-4,-2,3.2,3,2.3,-2,0.6,1,4.5,8.2*
COc1ccc(OC)c(S(=O)(=O)NCc2cc(-c3ccccc3)no2)c1,2.4,-6,1,-0.2,-5,1.3,-4,-0.1,-5,-1.0,-0.5
COc1ccc(CN(C)C(=O)CCN=C2NS(=O)(=O)c3ccccc32)c(OC)c1,-1.6,-7,4,-0.2,-5,-1.0,-5,-0.9,1,-2.0,-1.4
CS(=O)(=O)N(CC(=O)Nc1ccc2c(c1)OCO2)Cc1ccc(Cl)cc1,-0.3,11,8,2.6,1,-0.5,2,-1.3,-4,-1.9,-0.2
CCOc1ccccc1/C=N/NC(=O)c1nnn(-c2nonc2N)c1CN1CCC(C)CC1,3.3,-6,0,0.8,-3,0.6,0,-0.3,-3,-0.6,-0.1
COc1ccc(-c2cc(C(F)(F)F)n3nc(C(=O)NCCN4CCOCC4)cc3n2)cc1,0.2,-424,i,-0.9,i,-1.4,-150,-1.2,6,2.8,0.1
COc1cc(C(C2C(=O)CC(C)(C)CC2=O)C2C(=O)CC(C)(C)CC2=O)cc(OC)c1OC,-1.3,-7,-1,-0.9,-5,-0.5,0,-0.5,1,1.5,-0.3
COCCN(C(=O)CCCC(=O)Nc1ccccn1)C(C(=O)NC1CCCC1)c1ccc(C)cc1 (centres undefined),-1.6,-39,1,-1.2,1,0.7,-8,-1.5,-4,1.1,0.0
COc1cc(NS(=O)(=O)c2cc(C(=O)N3CCN(C(C)=O)CC3)ccc2OC)cc(OC)c1,-1.2,3,3,-0.5,4,-0.3,-1,-1.4,0,0.1,0.3
O=C(Cn1cncn1)c1ccc(Cl)cc1,-0.9,-3,3,-1.8,-2,0.2,-3,-0.9,-22,-1.7,0.4
CCN(CC(=O)NCCc1ccccc1)S(=O)(=O)c1ccc(C)cc1,-1.1,-12,-1,1.3,5,0.8,-3,-0.2,-4,-1.0,0.1
COc1cc(OC)nc(Nc2nc(C(N)Cc3ccc(Cl)cc3)cs2)n1 (centres undefined),-0.8,-3,3,-1.1,2,.,-2,-0.6,14,-0.9,-0.5
CSc1ncnc2c1ncn2CCCN1CCN(c2ncccn2)CC1,-0.3,-1,1,1.5,-1,0.1,2,-1.5,1,-2.0,-0.7
O=C(Nc1ccccc1)N1CCC(O)(c2cccc(C(F)(F)F)c2)CC1,-1.5,0,3,-0.9,-6,0.2,0,-1.6,-5,-0.4,-0.5
